pPAFAH inh – inhibitors of human plasma PAF acetylhydrolase (pPAFAH). recombinant pPAFAH, FP-rhodamine probe fluorescence polarization. inhibition, % at 3.39 µM. actives 1.5% (n = 330,000);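 active = inhibition above the mean inhibition across the screen plus 3 SD, cut at about 25% in these data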;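 also: inhibitors block binding of the rhodamine activity-based probe so polarization drops; 0% = enzyme with DMSO and 100% = wells lacking pPAFAH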
Target sequence (Q13093 whole entry, looked up): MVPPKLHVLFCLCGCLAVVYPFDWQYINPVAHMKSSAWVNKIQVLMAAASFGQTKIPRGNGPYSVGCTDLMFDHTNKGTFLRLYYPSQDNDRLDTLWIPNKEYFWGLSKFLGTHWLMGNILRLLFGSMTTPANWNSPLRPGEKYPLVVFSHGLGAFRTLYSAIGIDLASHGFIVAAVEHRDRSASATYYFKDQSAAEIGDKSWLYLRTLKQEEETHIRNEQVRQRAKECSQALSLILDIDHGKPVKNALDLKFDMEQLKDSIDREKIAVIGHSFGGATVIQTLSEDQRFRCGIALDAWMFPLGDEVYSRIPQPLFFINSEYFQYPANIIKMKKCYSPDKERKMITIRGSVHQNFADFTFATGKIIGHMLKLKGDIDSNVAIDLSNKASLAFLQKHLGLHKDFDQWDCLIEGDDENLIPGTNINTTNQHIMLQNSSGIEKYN
PREPL inh – human PREPL enzyme inhibition | Q4J6C6 | recombinant PREPL, fluorescence polarization activity-based probe | inhibition, % at 5.96 µM | actives 0.68% (n = 320,000); in the data active = inhibition above about 43%;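 also: 0% = enzyme with DMSO and 100% = wells lacking enzyme; many of its hits are not listed in these tables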
PAFAH1B3 FP inh – blocks human PAF acetylhydrolase 1B catalytic subunit 3; inhibition, % at 3.39 µM; recombinant PAFAH1B3, FP-rhodamine probe, fluorescence polarization; actives 0.28% (n = 340,000); AID 492972; Q15102;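 active = inhibition above the screen-wide average of all tested compounds plus 3 SD, cut at about 25% in these data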;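 also: 0% = enzyme with DMSO only and 100% = wells lacking PAFAH1B3 protein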
GSTO1 counter – counter-screen for RBBP9 inhibitors: inhibitors of human GSTO1; P78417; recombinant GSTO1, activity-based probe fluorescence polarization; inhibition, % at 5.96 µM; actives 1.1% (n = 300,000); AID 1974;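 active = inhibition above the campaign mean inhibition plus 3 SD, cut at about 35% in these data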;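 also: 0% = GSTO1-1 with DMSO and 100% = wells lacking GSTO1-1 enzyme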
Target sequence (P78417 whole entry, looked up): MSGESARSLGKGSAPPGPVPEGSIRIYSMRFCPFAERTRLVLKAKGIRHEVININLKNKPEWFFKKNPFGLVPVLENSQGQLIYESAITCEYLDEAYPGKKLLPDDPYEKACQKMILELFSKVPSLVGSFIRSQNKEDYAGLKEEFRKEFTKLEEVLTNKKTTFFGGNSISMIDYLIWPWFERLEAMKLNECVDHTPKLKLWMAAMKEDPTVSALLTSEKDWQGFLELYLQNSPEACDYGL
PAD4 inh – PAD4 (human) enzyme inhibition. AID 485272. actives 0.41% (n = 330,000). recombinant PAD4, RCA probe fluorescence polarization. inhibition, % at 6.36 µM. Q9UM07;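 active = percent inhibition above a cutoff equal to the mean of all tested compounds plus 3 SD, cut at about 15% in these data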;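 also: 0% = PAD4 with RCA probe and DMSO and 100% = probe without PAD4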
PAFAH1B2 inh – PAFAH1B2 (human) inhibition; actives 1.2% (n = 340,000); recombinant PAFAH1B2, FP-rhodamine activity probe, fluorescence polarization; inhibition, % at 3.39 µM; P68402;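 active = inhibition above the mean of all tested compounds plus 3 SD, cut at about 24% in these data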;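 also: 0% = enzyme with DMSO and 100% = wells lacking PAFAH1B2; many of its hits are not listed in these tables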
PME-1 primary – blocks human protein phosphatase methylesterase 1 | Q9Y570 | recombinant PME-1, FP-Rh probe fluorescence polarization | inhibition, % at 5.9 µM | actives 0.53% (n = 320,000) | AID 2130;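 active = inhibition above the campaign mean of all compounds plus 3 SD, cut at about 26% in these data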;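 also: competitive labeling of PME-1 active site by serine hydrolase directed probe; 0% = PME-1 with DMSO and 100% = wells lacking PME-1 enzyme; inhibitors block probe labeling so polarization falls and inhibition rises; many of its hits are not listed in these tables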
Target sequence (Q9Y570 whole entry, looked up): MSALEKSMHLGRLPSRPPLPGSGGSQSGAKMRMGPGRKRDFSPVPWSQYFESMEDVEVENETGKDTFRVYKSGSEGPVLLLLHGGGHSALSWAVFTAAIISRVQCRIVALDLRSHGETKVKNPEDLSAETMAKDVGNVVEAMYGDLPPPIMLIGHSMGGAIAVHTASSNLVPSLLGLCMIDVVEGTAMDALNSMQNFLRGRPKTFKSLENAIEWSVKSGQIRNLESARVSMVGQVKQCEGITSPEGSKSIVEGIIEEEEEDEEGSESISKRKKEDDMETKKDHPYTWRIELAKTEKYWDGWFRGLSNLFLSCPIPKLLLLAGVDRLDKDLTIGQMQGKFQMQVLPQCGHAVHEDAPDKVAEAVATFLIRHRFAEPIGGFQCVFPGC
LYPLA1 inh – counter-screen for PME1 inhibitors: inhibitors of human LYPLA1. actives 0.16% (n = 320,000). inhibition, % at 5.9 µM. AID 2174. recombinant LYPLA1, FP-Rh probe fluorescence polarization;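 active = inhibition above the mean of all tested compounds plus 3 SD, set per campaign, cut at about 14% in these data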;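 also: inhibitors block serine hydrolase probe labeling of LYPLA1 so polarization falls; 0% = enzyme with DMSO and 100% = wells lacking LYPLA1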
LYPLA2 inh – LYPLA2 (human) inhibition in PME1 counter-screen; recombinant LYPLA2, FP-Rh probe fluorescence polarization; inhibition, % at 5.9 µM; actives 0.38% (n = 320,000); AID 2177;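 active = inhibition above the screen-wide mean plus 3 SD, limit set per campaign, cut at about 26% in these data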;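 also: 0% = LYPLA2 with DMSO and 100% = wells lacking LYPLA2 enzyme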
Starred values were filed as active, the others as inactive. Some of the compounds tested; count on the stated rates, not on these rows.

How did CCOc1ccc(C(Nc2ccc(C)cc2)P2(=O)OCC(C)(C)CO2)cc1 (stereo unspecified) do in these assays?
pPAFAH inh: 4; PREPL inh: 9; PAFAH1B3 FP inh: -1; GSTO1 counter: 5; PAD4 inh: 2; PAFAH1B2 inh: -1; PME-1 primary: -6; LYPLA1 inh: 6; LYPLA2 inh: 10

How did CCCCN(c1ccccc1)c1ncnc2nc[nH]c12 do in these assays?
pPAFAH inh: 1; PREPL inh: 3; PAFAH1B3 FP inh: 3; GSTO1 counter: 2; PAD4 inh: 4; PAFAH1B2 inh: 6; PME-1 primary: -6; LYPLA1 inh: -2; LYPLA2 inh: 4

What do the screens show for `Cc1cc(-n2c(C)cc(C(=O)COc3ccc(F)c(F)c3)c2C)no1`?
pPAFAH inh: 1; PREPL inh: 3; PAFAH1B3 FP inh: 4; PAD4 inh: 0; PAFAH1B2 inh: 1; PME-1 primary: 1; LYPLA1 inh: -2; LYPLA2 inh: -4

What do the screens show for `COc1ccc(C2CC(c3ccccc3OC(C)=O)=NN2C(=O)/C=C/c2ccccc2)cc1OC` (stereo unspecified)?
pPAFAH inh: 2; PREPL inh: -1; PAFAH1B3 FP inh: -4; GSTO1 counter: 3; PAD4 inh: 3; PAFAH1B2 inh: 0; PME-1 primary: -6; LYPLA1 inh: -5; LYPLA2 inh: -3

What do the screens show for `COC(=O)c1cc2oc(C)cc2n1CC(=O)N(C)c1ccccc1`?
pPAFAH inh: -5; PREPL inh: 8; PAFAH1B3 FP inh: -9; GSTO1 counter: 5; PAD4 inh: 3; PAFAH1B2 inh: 6; PME-1 primary: 1; LYPLA1 inh: 2; LYPLA2 inh: -3

Results for Cn1c(=O)n(C)c2cc(/C=N/NC(=O)c3ccc(Cl)cc3Cl)ccc21 ?
pPAFAH inh: 0; PREPL inh: 13; PAFAH1B3 FP inh: -3; GSTO1 counter: -1; PAD4 inh: -7; PAFAH1B2 inh: 7; PME-1 primary: 6; LYPLA1 inh: -4; LYPLA2 inh: 2

What do the screens show for `N#CCC(=O)Nc1ccc(C(=O)NNC(=O)CCN2CCN(c3ccccc3)CC2)cc1`?
pPAFAH inh: 11; PREPL inh: 21; PAFAH1B3 FP inh: 13; PAD4 inh: -8; PAFAH1B2 inh: 7; PME-1 primary: 1; LYPLA1 inh: -3; LYPLA2 inh: -1

Results for COc1ccc(NC(=S)NC(NC(=O)C(C)C)C(Cl)(Cl)Cl)c([N+](=O)[O-])c1 (stereo unspecified) ?
pPAFAH inh: 5; PREPL inh: -4; PAFAH1B3 FP inh: 5; GSTO1 counter: -3; PAD4 inh: -3; PAFAH1B2 inh: 1; PME-1 primary: 1; LYPLA1 inh: -1; LYPLA2 inh: 5

What do the screens show for `Cc1ccccc1-c1cc(C(=O)NCc2ccc3c(c2)OCO3)nn1CC1CC(c2cccc([N+](=O)[O-])c2)=NO1` (stereo unspecified)?
pPAFAH inh: 9; PREPL inh: 6; PAFAH1B3 FP inh: 14; PAD4 inh: 1; PAFAH1B2 inh: 10

Results for Oc1ccc(-c2nc(-c3ccc(O)c(O)c3)cs2)cc1 ?
pPAFAH inh: 49*; PREPL inh: 12; PAFAH1B3 FP inh: -4; GSTO1 counter: 47*; PAD4 inh: 1; PAFAH1B2 inh: 0; PME-1 primary: 14; LYPLA1 inh: -6; LYPLA2 inh: -3

What do the screens show for `COc1ccccc1N1N=C(c2cccs2)CC1c1ccccc1` (stereo unspecified)?
pPAFAH inh: 2; PREPL inh: -11; PAFAH1B3 FP inh: -8; GSTO1 counter: 7; PAD4 inh: -6; PAFAH1B2 inh: 5; PME-1 primary: 8; LYPLA1 inh: 4; LYPLA2 inh: 11

How did CCCN(C(=O)c1cc(S(=O)(=O)N(C)c2ccc(OCC)cc2)ccc1C)C1CCS(=O)(=O)C1 (stereo unspecified) do in these assays?
pPAFAH inh: 4; PREPL inh: 3; PAFAH1B3 FP inh: 6; PAD4 inh: 2; PAFAH1B2 inh: 4; PME-1 primary: 4; LYPLA1 inh: -5; LYPLA2 inh: -1

Compounds from the list above that contain a halogen:
What do the screens show for `Cc1cc(-n2c(C)cc(C(=O)COc3ccc(F)c(F)c3)c2C)no1`?
pPAFAH inh: 1; PREPL inh: 3; PAFAH1B3 FP inh: 4; PAD4 inh: 0; PAFAH1B2 inh: 1; PME-1 primary: 1; LYPLA1 inh: -2; LYPLA2 inh: -4

Results for Cn1c(=O)n(C)c2cc(/C=N/NC(=O)c3ccc(Cl)cc3Cl)ccc21 ?
pPAFAH inh: 0; PREPL inh: 13; PAFAH1B3 FP inh: -3; GSTO1 counter: -1; PAD4 inh: -7; PAFAH1B2 inh: 7; PME-1 primary: 6; LYPLA1 inh: -4; LYPLA2 inh: 2

Results for COc1ccc(NC(=S)NC(NC(=O)C(C)C)C(Cl)(Cl)Cl)c([N+](=O)[O-])c1 (stereo unspecified) ?
pPAFAH inh: 5; PREPL inh: -4; PAFAH1B3 FP inh: 5; GSTO1 counter: -3; PAD4 inh: -3; PAFAH1B2 inh: 1; PME-1 primary: 1; LYPLA1 inh: -1; LYPLA2 inh: 5

Following part:
How did CCN(C(=O)C(C)OC(=O)c1nn(-c2ccccc2C(F)(F)F)cc1O)c1ccccc1 (stereo unspecified) do in these assays?
pPAFAH inh: -3; PREPL inh: -4; PAFAH1B3 FP inh: 6; PAD4 inh: -2; PAFAH1B2 inh: 15

Results for COc1ccc(C(C)(C)C)cc1NC(=O)C1CC(=O)N(C2CCCC2)C1 (stereo unspecified) ?
pPAFAH inh: 5; PREPL inh: 9; PAFAH1B3 FP inh: 0; PAD4 inh: -4; PAFAH1B2 inh: 7

How did Cc1noc(C)c1COC(=O)CCCNC(=O)c1ccc(Cl)cc1 do in these assays?
pPAFAH inh: 0; PREPL inh: 12; PAFAH1B3 FP inh: -2; GSTO1 counter: 9; PAD4 inh: 6; PAFAH1B2 inh: 8; PME-1 primary: -5; LYPLA1 inh: -2; LYPLA2 inh: 4

What do the screens show for `O=C(NC1CCCCC1)C(c1ccncc1)N(Cc1ccccc1)C(=O)c1ccc(-c2ccccc2)[nH]1` (stereo unspecified)?
pPAFAH inh: 2; PREPL inh: -1; PAFAH1B3 FP inh: 1; GSTO1 counter: -4; PAD4 inh: 0; PAFAH1B2 inh: 2; PME-1 primary: -7; LYPLA1 inh: -6; LYPLA2 inh: -10

How did Cc1cc(NC(=O)CN2CCCC2c2nc3ccccc3s2)no1 (stereo unspecified) do in these assays?
pPAFAH inh: 6; PREPL inh: -4; PAFAH1B3 FP inh: 1; GSTO1 counter: -5; PAD4 inh: -2; PAFAH1B2 inh: 1; PME-1 primary: -2; LYPLA1 inh: -1; LYPLA2 inh: 0

Results for N/C(Cc1ccc(Cl)cc1Cl)=N\OC(=O)Cc1ccc(Cl)cc1 ?
pPAFAH inh: 1; PREPL inh: -10; PAFAH1B3 FP inh: 12; GSTO1 counter: 6; PAD4 inh: -3; PAFAH1B2 inh: 11; PME-1 primary: -8; LYPLA1 inh: -2; LYPLA2 inh: 0

How did CCCn1c(SCC(=O)/C(C#N)=C(\C)N)n[nH]c1=O do in these assays?
pPAFAH inh: 1; PREPL inh: 7; PAFAH1B3 FP inh: -6; GSTO1 counter: 4; PAD4 inh: -6; PAFAH1B2 inh: 0; PME-1 primary: -1; LYPLA1 inh: -4; LYPLA2 inh: 1

Results for CCn1c(C)[n+](Cc2ccccc2)c2ccc(C(=O)OC)cc21 ?
pPAFAH inh: 3; PREPL inh: 21; PAFAH1B3 FP inh: 6; GSTO1 counter: 9; PAD4 inh: -6; PAFAH1B2 inh: -4; PME-1 primary: 0; LYPLA1 inh: 7; LYPLA2 inh: 9

How did CC(=O)Nc1ccccc1P(=O)(c1ccccc1)c1ccccc1OC(C)=O (stereo unspecified) do in these assays?
pPAFAH inh: 2; PREPL inh: 4; PAFAH1B3 FP inh: 10; GSTO1 counter: 2; PAD4 inh: 0; PAFAH1B2 inh: 6; PME-1 primary: 12; LYPLA1 inh: -1; LYPLA2 inh: -6

Results for COc1ccccc1CC(=O)Nc1cccc(F)c1 ?
pPAFAH inh: -2; PREPL inh: 6; PAFAH1B3 FP inh: 6; GSTO1 counter: -1; PAD4 inh: -2; PAFAH1B2 inh: 2; PME-1 primary: 3; LYPLA1 inh: 2; LYPLA2 inh: 4

How did CC(N=C1CC(C)(C)CC(=O)/C1=C(/O)CCCN1C(=O)c2ccccc2C1=O)C(=O)O (stereo unspecified) do in these assays?
pPAFAH inh: -1; PREPL inh: 6; PAFAH1B3 FP inh: 11; GSTO1 counter: 1; PAD4 inh: -7; PAFAH1B2 inh: 5; PME-1 primary: -5; LYPLA1 inh: 0; LYPLA2 inh: -3

Results for COC(=O)c1scc(C)c1NS(=O)(=O)c1ccc(NC(C)=O)cc1 ?
pPAFAH inh: 2; PREPL inh: 0; PAFAH1B3 FP inh: -2; GSTO1 counter: 3; PAD4 inh: 0; PAFAH1B2 inh: 4; PME-1 primary: -1; LYPLA1 inh: -6; LYPLA2 inh: 0

What do the screens show for `O=C(NCC1CCCCC1)c1ccc([N+](=O)[O-])cc1`?
pPAFAH inh: 11; PREPL inh: -6; PAFAH1B3 FP inh: -2; GSTO1 counter: -1; PAD4 inh: 0; PAFAH1B2 inh: 2; PME-1 primary: 4; LYPLA1 inh: -2; LYPLA2 inh: 2

What do the screens show for `NS(=O)(=O)c1ccc(NC(=O)/C=C/c2ccc(S(=O)(=O)NCc3ccco3)cc2)cc1`?
pPAFAH inh: -5; PREPL inh: -11; PAFAH1B3 FP inh: -7; GSTO1 counter: -148; PAD4 inh: 4; PAFAH1B2 inh: -4; PME-1 primary: -26; LYPLA1 inh: -25; LYPLA2 inh: -33

How did O=C(CCc1ccccc1)Nc1ccc(NC(=O)c2ccco2)nc1 do in these assays?
pPAFAH inh: 1; PREPL inh: -7; PAFAH1B3 FP inh: -2; GSTO1 counter: -1; PAD4 inh: 0; PAFAH1B2 inh: -1; PME-1 primary: -5; LYPLA1 inh: -1; LYPLA2 inh: 6

How did C/C(=N\NC(=O)c1ccoc1C)c1cccnc1 do in these assays?
pPAFAH inh: 3; PREPL inh: 9; PAFAH1B3 FP inh: 9; GSTO1 counter: 4; PAD4 inh: 0; PAFAH1B2 inh: -1; PME-1 primary: 1; LYPLA1 inh: 0; LYPLA2 inh: 4

How did COc1cc(S(=O)(=O)N2CCCCC2)ccc1NC(=O)c1ccncc1 do in these assays?
pPAFAH inh: 4; PREPL inh: -7; PAFAH1B3 FP inh: -5; GSTO1 counter: 3; PAD4 inh: -1; PAFAH1B2 inh: -2; PME-1 primary: -4; LYPLA1 inh: 2; LYPLA2 inh: 4

How did Cc1coc2cc3oc(=O)c(CCC(=O)O)c(C)c3cc12 do in these assays?
pPAFAH inh: 6; PREPL inh: 1; PAFAH1B3 FP inh: 6; GSTO1 counter: 6; PAD4 inh: 0; PAFAH1B2 inh: 1; PME-1 primary: 0; LYPLA1 inh: -1; LYPLA2 inh: -1

Results for COc1ccc(N(C)C2=NS(=O)(=O)c3ccccc32)cc1 ?
pPAFAH inh: 0; PREPL inh: -5; PAFAH1B3 FP inh: 4; GSTO1 counter: 2; PAD4 inh: 3; PAFAH1B2 inh: 7; PME-1 primary: 4; LYPLA1 inh: 2; LYPLA2 inh: 3
